Compound activity deposited in PubChem by National Center for Advancing Translational Sciences (NCATS).
Pf Dd2 inh – Plasmodium falciparum Dd2 growth inhibition | Potency, µM (highest dose often 28.9 µM), without a hit: top-dose activity, negative = inhibition, actives largely listed as inhibitors | 4.3% of 120,000 active | P. falciparum Dd2 growth, SYBR Green, 72 h; active = well fitted inhibition curve with a large enough effect; inconclusive = small, poorly fitted or top-dose-only effect; inactive = no such curve, though single readings can be large or run the other way;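 note: plate controls were DMSO vehicle for no effect and reference drug for full effect; nearly all actives have a fitted effect of over 65% in size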
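Infected erythrocytes (Dd2, 0.3% parasitemia, 2.5% hematocrit final) are added to compound in RPMI-1640/Albumax II medium, grown 72 h at 37C in low oxygen, then lysed with saponin/Triton-X containing SYBR Green and read by fluorescence.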
An asterisk follows results filed as active; i = inactive; ? = inconclusive; [ ] = dose if it differs, or a comment. Potency is the fitted concentration of half-maximal effect.

SMILES	Pf Dd2 inh
CCOC(=O)C1CCCN(S(=O)(=O)c2ccc3c(c2)CCCN3C(C)=O)C1 (stereo not drawn)	5.4%
CCC(=O)N1CCc2cc(Br)cc(S(=O)(=O)N3CCCC(C(=O)NCc4ccccc4)C3)c21 (stereo not drawn)	?
CC(=O)c1cccc(N(C(=O)Cn2nnc3ccccc32)C(C(=O)NCc2ccccc2)c2ccc(F)cc2)c1 (stereo not drawn)	?
O=C(c1cnccn1)N1CC(F)(F)C[C@H]1c1nc(-c2ccncc2)no1	43.4%[activator]
O=C(c1ccc2c(c1)N(Cc1ccc(F)cc1)C(=O)c1ccccc1S2(=O)=O)N1CCCC1	-10.1%
COc1cccc([S+](=O)([O-])N2CCC3(CC2)CC(=O)c2ccccc2O3)c1	i
O=C(NCc1nnc2ccc(-c3ccccc3)nn12)c1ccoc1	?
COc1ccc(CNC(=O)c2cc3c(N4CCSCC4)nc(C)cn3n2)cc1	i
CCOc1ccccc1C1C(C(=O)Nc2ccccc2)=C(C)Nc2nc(SCC(=O)c3ccc(C)cc3)nn21 (stereo not drawn)	i
CCOc1ccc(-c2ccc(CO)o2)cc1N	i
CC1CCCN(C(=O)C2CCCN(c3cnc4nccnc4c3)C2)C1 (stereo not drawn)	i
Cc1cc(N(C)Cc2ccccc2)n2nc(-c3ccc(C(C)(C)C)cc3)nc2n1	i

Laid out differently: 2 of the compounds above
| mol | Pf Dd2 inh |
| --- | --- |
| CCOC(=O)C1CCCN(S(=O)(=O)c2ccc3c(c2)CCCN3C(C)=O)C1 (stereo not drawn) | 5.4% |
| CCC(=O)N1CCc2cc(Br)cc(S(=O)(=O)N3CCCC(C(=O)NCc4ccccc4)C3)c21 (stereo not drawn) | ? |

Additional compounds follow.
SMILES	Pf Dd2 inh
CCOc1ccc(NC(=O)c2c(NCc3cc(OC)c(OC)cc3OC)sc3c2CCCC3)cc1	?
COc1cccc(NC(=O)O[C@@H]2CC[C@]3(C)C(CC[C@@H](O)[C@H]3CC(=O)N3CCC[C@H]3CO)[C@]2(C)CO)c1 (stereo partly drawn)	i
O=C(NC1CCCCCCC1)C1CCCN(c2cnn(Cc3ccccc3)c(=O)c2)C1 (stereo not drawn)	-40.3%
CCn1ccc(C(=O)N2CCC(Cc3ccc(C(=O)N4CCOCC4)cc3)CC2)n1	11.9%
Cc1ccc(NC(=O)N2CCCC2c2nncn2-c2ccccc2)c(Cl)c1 (stereo not drawn)	-8.2%
O=C(c1cnccn1)N1CCC2(CC1)NC(=O)N(Cc1ccc(F)cc1)C2=O	-14.7%
CS(=O)(=O)N[C@H]1C[C@H]2C(=O)Nc3ccc(-c4ccc(F)cc4F)cc3C(=O)N2C1	0.0%[44.1 µM]
COCCN1Cc2nc(OCc3cccnc3)ccc2OCC1=O	-20.4%[44.1 µM]
O=C1[C@@H]2C[C@@H](CN2C(=O)c2ccccc2)Oc2ccccc2N1CC1CC1	5.3%[44.1 µM]
COc1ccc(CC(=O)N2c3ccccc3CC2c2nc(C(C)C)no2)cc1OC (stereo not drawn)	-19.6%[5.79 µM]
CCOC(=O)c1cc2c(=O)n3ccccc3nc2n(CCCOC)c1=NC(=O)c1c(-c2ccccc2Cl)noc1C	i
O=C(NCC1CCOCC1)[C@@H]1C[C@@H](c2ccc(F)cc2)N([S+](=O)([O-])c2cccnc2)C1	i

Look-ups from above.
CCn1ccc(C(=O)N2CCC(Cc3ccc(C(=O)N4CCOCC4)cc3)CC2)n1 in Pf Dd2 inh → 11.9%
O=C1[C@@H]2C[C@@H](CN2C(=O)c2ccccc2)Oc2ccccc2N1CC1CC1 in Pf Dd2 inh → 5.3%[44.1 µM]

The results go on.
SMILES	Pf Dd2 inh
O=[S+]1([O-])NCC2(CCN(CC3CCOCC3)CC2)Oc2ncccc21	3.4%
Cc1oc(-c2cccc(Cl)c2)nc1CN1CCCC(C(=O)NCc2ccc(F)cc2)C1 (stereo not drawn)	?
O=c1[nH]c2cc(-c3nc(-c4cccnn4)no3)ccc2n1C1CCC(O)CC1 (stereo not drawn)	?
CSc1ccccc1NC(=O)CCS(=O)(=O)c1nc(-c2cccs2)cc(C(F)(F)F)n1	i
CCn1ncc(CN2CCCC23CCN(c2ccc(C(F)(F)F)cn2)CC3)c1C	10µM*
COc1cccc(CNC(=O)N2CC3CC(C2)[C@H]2CCCC(=O)N2C3)c1 (stereo partly drawn)	-0.3%
Cc1cccc(NS(=O)(=O)c2ccc3c(c2)n(C)c(=O)n3C)c1C	-2.0%
Cc1cccc(NC(=O)N2CCC(Oc3ncccc3C(=O)N3CCCCC3)C2)c1C (stereo not drawn)	-4.4%
CC(C)Oc1cccc2c1c(NC(=O)CCc1cc(=O)[nH]o1)nn2C	-6.2%
Cc1nn(Cc2ccccc2)c(C)c1[C@@H]1C=C[C@@H](NC(=O)c2ccco2)C1	?
COc1ccc(CCCc2nnc(SCC(=O)Nc3cc(F)ccc3C)o2)cc1	66.6%[activator]
O=C(O)C1CC2(CCN(C(=O)c3ccccc3N3CCCC3)CC2)CN1 (stereo not drawn)	1.8%
Cc1cc(C)n2nc(C)c(C(=O)N3CCCC(c4cccc(C(=O)O)c4)C3)c2n1 (stereo not drawn)	-1.0%
COc1cc2c(cc1OCc1ccccc1)N(C(=O)c1ccn(C)n1)CC21CCN(C)CC1	?
Cc1ccc(S(=O)(=O)Cc2noc([C@@H]3C[C@@H](O)CN3Cc3ccc(S(C)(=O)=O)cc3)n2)cc1	-21.5%
COc1cccc(C(=O)NCC2CCCN(Cc3ccc(C)s3)C2)c1OC (stereo not drawn)	?
CC(C)CC(=O)N1CCN(c2nnc3ccccn23)CC1	20.2%
Cc1ccc(-n2ncc3c(N4CCC(C)CC4)ncnc32)cc1C	19.2%
CCOc1ccccc1NC(=O)CSc1nc(=O)[nH]c2c1CCCC2	i
CN(C)CCO[C@H]1C[C@@H](O)C12CCN(C(=O)c1ccc3c(c1)OCO3)CC2	-10.8%
CC(C)c1ccc(CC(=O)N2CCCc3ncc(C(=O)Nc4cccnc4)cc32)cc1	0.631µM*
O=C(O)COc1ccc(-c2nccc3c2C(=O)N(Cc2c[nH]c4ccccc24)CC(CNC(=O)Cc2ccccc2)O3)cc1 (stereo not drawn)	i
CC(NC(=O)c1ccc(-c2ccccc2Cl)o1)c1ncnn1C (stereo not drawn)	-19.2%
COc1ccc(NC(=O)N2CCC(CC(=O)NCc3ccccc3)C2)cc1OC (stereo not drawn)	19.3%
CCOc1ccc(-c2cccc3c2CCNC3)cc1C(N)=O	-4.0%
Cc1cc(C)c(NC(=O)Cn2nnc(-c3nc(-c4ccccc4)no3)c2N)c(C)c1	73.9%[activator]
COC(=O)N1CCn2c(nn(-c3ccncc3)c2=O)C1	14.2%[44.1 µM]
O=C(Cc1cccs1)N1CCCCCC1c1nc(C2CC2)no1 (stereo not drawn)	i
O=C(C1CCOCC1)N1CCC(Oc2ccccc2)C1 (stereo not drawn)	7.1%
COc1ccc2oc(=O)c(-c3cn4c(n3)sc3cc(F)ccc34)cc2c1	71.1%[activator]
CC(C)CNC(=O)NC1CCN(C(=O)N2CC3CC(C2)[C@H]2CCCC(=O)N2C3)CC1 (stereo partly drawn)	5.7%
COc1ccc(S(=O)(=O)N2CCc3c(C(=O)N4CCCC4)cccc32)cc1	?
CCCN1CCC(N2CCCC(Cc3ccccc3)(C(=O)OCC)C2)CC1 (stereo not drawn)	5.01µM*
O=C(CN1C(=O)COc2ccc(Cl)cc21)Nc1ccc(F)cc1	14.9%
C1CC(OCC2CC2)CN1 (stereo not drawn)	20.5%
COCCn1nnnc1C1CC2(CCOCC2)C(=O)N1Cc1cc(F)cc(F)c1 (stereo not drawn)	1.3%
C#CCN(C)C[C@H]1CN2CC[C@H]1C[C@@H]2CNC(=O)Nc1ccc(C(C)=O)cc1	11.4%[44.1 µM]
CCc1cccc(NC(=O)CN(C)S(=O)(=O)c2ccc3c(c2)CCCN3C(C)=O)c1	i
COc1ccc(-n2c(=O)c3c4c(sc3n(Cc3ccc(C)cc3C)c2=O)CCC4)c(OC)c1	i
CCOCc1nc(C2CCCN2S(=O)(=O)c2cn(C)cn2)no1 (stereo not drawn)	-3.8%
Cc1ccccc1C(=O)N1CCCC2(C1)Nc1cccnc1NC2=NC1CCCC1 (stereo not drawn)	?
CCn1ccc(C(=O)N2CCCN(S(=O)(=O)c3ccccc3)CCC(=O)NCC2)n1	-8.5%
CC(C)CCC(=O)N1CCC2(CC1)Nc1ccccc1NC2=O	-15.0%
C[S+](=O)([O-])N1CC2(Cc3ccccc3NC2=O)C1	7.8%[44.1 µM]
COc1ccccc1CNS(=O)(=O)c1cc(Br)cc2c1N(C(=O)C1CC1)CC2	1.0%
CCc1nc(-c2c3n(c(=O)n(CC(=O)Nc4cccc(Cl)c4)c2=O)CCCC3)no1	i
CCOc1ccc(NC(=O)Cn2ncc3c2-c2cc(C)ccc2OC3)cc1	26.4%
CC(C)(C)CC(=O)N1C[C@@H](NC(=O)Nc2ccc(F)cc2F)C[C@H]1C(=O)N[C@H](Cc1ccccc1)C(N)=O	i
CC1CN(C(=O)N2CCC(C(=O)NCCC3=CCCCC3)CC2)c2ccccc2O1 (stereo not drawn)	-10.8%
Cc1ccc(NC(=O)c2cc3c(N4CCSCC4)nc(C)cn3n2)c(F)c1	?
O=C(CCc1nc(C2CC(=O)N(C3CCCCC3)C2)no1)c1ccc(Cl)cc1 (stereo not drawn)	-8.2%
O=C1Nc2ccc(-c3cccc(C(F)(F)F)c3)cc2C(=O)N2CCN(C(=O)COc3ccccc3)C[C@H]12	i
CC(C)c1ccc(N2C(=O)N(Cc3ccccc3Cl)c3ccccc3S2(=O)=O)cc1	?
CC(=O)NCCNc1nc2c(S(=O)(=O)c3ccc(C)c(C)c3)nnn2c2ccc(Cl)cc12	-22.8%
COc1ccccc1CCC(=O)NC1CCN(c2cc(C(F)(F)F)nc(C)n2)CC1	-4.9%
Cc1cc(C)cc(C(=O)N2CCCN(c3cc(-c4ccc(Cl)cc4)[nH]n3)CC2)c1	?
O=C(Cn1ncc2c3ccccc3n(Cc3ccc(Cl)cc3)c2c1=O)NC1CCCCCC1	17.0%[0.594 µM]
Cc1cccc(-c2noc(-c3ccc(N4CCCC4)c([N+](=O)[O-])c3)n2)c1	18.8%
COc1cc(OC)c(NC(=O)C2CCN(C(=O)c3sc4nc[nH]c(=O)c4c3C)CC2)cc1Cl	-3.7%
Cc1noc(C)c1-c1cc(-c2cccc3cc[nH]c23)cn2cncc12	?
Next part:
SMILES	Pf Dd2 inh
Cc1ccsc1C(=O)N1CCC2(CC1)c1nccn1-c1ccccc1CN2C	1.6%[5.79 µM]
CCn1cc(S(=O)(=O)N2CCCCCCNC(=O)[C@@H]3CCC[C@@H]32)cn1	19.8%
CCC(=O)C1=C(c2ccccc2)N(C(=O)CC)n2c(nnc2C2CCCCC2)S1	?
CC1CCN(C(=O)C[C@@H]2c3nc(NC(=O)c4ccco4)sc3C[C@@H]3[C@](C)(CO)[C@H](O)CC[C@]32C)CC1	-3.1%
COc1ccc(Cn2c(C3CCN(C(=O)C4(c5ccccc5)CC4)CC3)n[nH]c2=O)cc1	-4.6%
Cc1cccn2c(=O)c(C(=O)N3CCN(c4ccc(Cl)cc4)CC3)cnc12	?
C=C(C)CNCC1(O)CCCN(Cc2cccc(F)c2F)C1=O (stereo not drawn)	?
CC(=O)Nc1cccc(-c2ncc3c(n2)OCCN(c2ccccc2)C3=O)c1	i
COc1ccc(-c2noc(CNC(=O)COc3cccc(C)c3C)n2)cc1	7.8%
COCCN(C)Cc1cn(Cc2ccccc2)nc1-c1ccc2c(c1)OCO2	?
COc1cccc(CN2CC[C@@H]3CN(S(C)(=O)=O)[C@@H]3C2)n1	-20.4%
Cc1ccc(CNC(=O)CN2C(=O)CSc3ccc(S(=O)(=O)N4CCCC4)cc32)cc1	4.5%

Shown with each value named: 2 of the compounds above
CCn1cc(S(=O)(=O)N2CCCCCCNC(=O)[C@@H]3CCC[C@@H]32)cn1
  Pf Dd2 inh = 19.8%
CCC(=O)C1=C(c2ccccc2)N(C(=O)CC)n2c(nnc2C2CCCCC2)S1
  Pf Dd2 inh = ?

Carrying on.
SMILES	Pf Dd2 inh
O=C(NC1CCCC1)C1CC(=O)N(c2n[nH]c3ccccc23)C1 (stereo not drawn)	-3.7%
COc1cc(Cl)c(C)cc1NC(=O)CNC(=O)Cn1ccc2ccccc2c1=O	12.6%
Cc1c(Cn2cc(-c3cncnc3)nn2)oc2ccccc12	4.0%
Cc1ccc(N2CCN(Cc3nnc(-c4ccccc4F)o3)CC2)c(C)c1	?
Cc1cccc(N(C)c2nc3ccc(C)cc3n3cnnc23)c1	11.3%
COCCN1CCC(CN(Cc2ccncc2)C(=O)c2cnco2)CC1	14.4%
CC(=O)Nc1ccc([C@H]2OCC(=O)N(CCN)[C@@H]2CO)cc1	21.0%[44.1 µM]
COc1ccc(OC2CCN(S(=O)(=O)c3cccc(F)c3)CC2)cc1	-8.3%
O=C1N[C@H](CC(=O)N2CCC(c3noc4cc(F)ccc34)CC2)C(=O)Nc2ccccc21	-27.1%
Cc1ccc(C(=O)N2CCC3(CC2)SCC(=O)N3c2ccc(Cl)cc2)cc1[N+](=O)[O-]	?
Cc1ccc(Cn2c(C3CCN(C(=O)c4ccccc4Cl)CC3)n[nH]c2=O)cc1	-18.9%
CC(C)(C)N1CC(C(=O)NCCCc2ccccc2F)CC1=O (stereo not drawn)	-6.7%
COCCNC(=O)C[C@@H]1C[C@H]2O[C@H](CNC3CCN(C(C)=O)CC3)[C@@H](O)[C@H]2O1	7.7%[44.1 µM]
O=C1CN(C(=O)c2cncs2)CC(OCc2cccc(F)c2)CN1CCc1ccccc1 (stereo not drawn)	-17.6%

Structures from the list above containing two or more sulfur atoms, in the order listed:
SMILES	Pf Dd2 inh
CSc1ccccc1NC(=O)CCS(=O)(=O)c1nc(-c2cccs2)cc(C(F)(F)F)n1	i
Cc1ccc(S(=O)(=O)Cc2noc([C@@H]3C[C@@H](O)CN3Cc3ccc(S(C)(=O)=O)cc3)n2)cc1	-21.5%
Cc1ccc(CNC(=O)CN2C(=O)CSc3ccc(S(=O)(=O)N4CCCC4)cc32)cc1	4.5%

Not all compounds are listed; the hit share may differ from the screen's.
